High-throughput results as filed in PubChem BioAssay.
TSG101-PTAP inh – blocks PTAP/TSG101 interaction to inhibit HIV-1 budding | Q99816 | Fluorescence polarization, FITC-PTAP peptide / Tsg101 binding | Potency, µM (titrated, usually from 115 µM), for inactives: at the highest dose activity change, negative = inhibition, most hits filed as inhibitors | 340,000 tested, under 10 active; active means well fitted inhibition curve with a large enough effect in the main read-out, with a control signal flat, not every such curve was filed as active; inconclusive means small, poorly fitted or top-dose-only effect, or effect the other way, or a change in a side signal; inactive means no such curve, though single readings can be large or run the other way; further: potency means the concentration at half of the fitted maximal effect; % of control where 0% means no effect
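Fluorescence anisotropy tracks displacement of a FITC-tagged PTAP peptide (50 nM) from the Tsg101 binding domain (10 uM), following a 20 min room-temperature incubation at pH 7.5.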
Mito fusion act – inhibitors of mitochondrial division or activators of mitochondrial fusion | S. cerevisiae fusion-defective mutant growth rescue, CellTiterGlo 48 h | Potency, µM (titrated, usually from 46.1 µM), inactives show at the highest dose growth rescue (activation), usual class: activators | actives 0.23% (n = 320,000);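 further: potency means the concentration at half of the fitted maximal effect; % of control where 0% means no effect; nearly all actives have a fitted effect of over 45% in size; temperature-sensitive fusion mutants such as fzo1-1 at 37 °C on non-fermentable ethanol glycerol medium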
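Temperature-sensitive fusion-defective S. cerevisiae (e.g. fzo1-1, mgm1-5) were grown with compound in YPEG medium (3% ethanol, 3% glycerol) for 48 hours at 37C. Growth rescue was measured as viability by CellTiterGlo luminescence after 10 minutes at ambient.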
TSHR antag – blocks TSH signaling through the human TSH receptor; P16473; TSHR-expressing cells, TSH-stimulated cAMP HTRF, 2 h; active compounds read low; activity change, negative = inhibition, % at 11.5 µM; actives 0.2% (n = 330,000);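 active means activity change below a set negative limit, meaning inhibition stronger than a set level, cut at about -70% in these data; inconclusive means activity change between two set negative limits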; further: on the % scale 0 is the no-effect control and ±100 the full control effect
Target sequence (P16473 whole entry, looked up): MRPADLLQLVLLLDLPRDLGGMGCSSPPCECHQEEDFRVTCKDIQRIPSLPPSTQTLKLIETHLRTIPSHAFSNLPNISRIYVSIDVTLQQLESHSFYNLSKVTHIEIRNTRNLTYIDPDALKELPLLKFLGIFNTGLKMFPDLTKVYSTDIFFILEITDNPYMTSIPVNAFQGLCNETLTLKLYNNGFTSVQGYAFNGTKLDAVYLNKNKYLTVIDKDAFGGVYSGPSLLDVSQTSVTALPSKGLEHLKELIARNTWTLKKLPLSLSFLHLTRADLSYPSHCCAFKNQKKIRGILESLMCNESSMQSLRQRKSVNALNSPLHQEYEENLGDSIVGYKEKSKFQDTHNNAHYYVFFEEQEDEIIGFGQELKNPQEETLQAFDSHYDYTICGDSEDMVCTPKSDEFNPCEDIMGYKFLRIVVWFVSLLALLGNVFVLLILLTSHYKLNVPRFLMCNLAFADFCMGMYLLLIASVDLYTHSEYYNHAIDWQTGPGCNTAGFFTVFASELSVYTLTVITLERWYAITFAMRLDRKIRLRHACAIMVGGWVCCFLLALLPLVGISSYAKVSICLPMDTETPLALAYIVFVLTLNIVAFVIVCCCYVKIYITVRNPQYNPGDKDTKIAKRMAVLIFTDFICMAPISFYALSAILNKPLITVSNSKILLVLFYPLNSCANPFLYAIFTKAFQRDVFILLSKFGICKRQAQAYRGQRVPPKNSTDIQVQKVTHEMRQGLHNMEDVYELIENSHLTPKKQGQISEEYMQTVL
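Inhibition of cAMP made by TSHR-expressing cells under TSH stimulation (4nM final, EC80; 2 h, 37 deg C) is quantified with a one-step lysis HTRF kit, anti-cAMP cryptate versus cAMP-d2.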
ASM inhibitor – blocks human secretory acid sphingomyelinase | AID 504937 | P17405 | placental ASM, HMU-PC fluorogenic substrate, 60 min | actives 0.006% (n = 340,000) | Potency, µM (top dose mostly 57.5 µM), for the others: at the highest dose activity change, negative = inhibition, most hits filed as inhibitors; further: potency means the concentration at half of the fitted maximal effect
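Human placenta-derived ASM preincubated with compound 10 min at room temperature, then reacted with 9 uM (final) fluorogenic HMU-PC substrate for 60 min at 37 C. Stop solution raises pH to 10; fluorescence read at Ex 386/Em 447 nm.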
Chronic BCR inh – blocks chronic active B-cell receptor signaling; actives 0.05% (n = 340,000); ABC-DLBCL IkBa-CBG/CBR reporter, luminescence ratio, 4 h; Potency, µM (series often up to 46.1 µM), inactives show at the top dose ratio change, negative = lower green/red ratio, hits mostly inhibitors; active means well fitted inhibition curve with a large enough effect in the signal ratio, with a control signal flat, not every such curve was filed as active; inconclusive means small, poorly fitted or top-dose-only effect, or effect the other way, or a change in a side signal; the % refers to the signal ratio;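 further: potency means the concentration at half of the fitted maximal effect; plate controls were basal doxycycline-induced cells for no effect and cells given 10 µM MG132 for full effect; MG132 reads +100%, hits lower the ratio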
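TMD8 human ABC-DLBCL cells with doxycycline-inducible IκBα–green luciferase fusion and unfused red luciferase, in 0.5% FBS medium; compounds up to 46 uM, 4 h at 37C. Green/red luminescence ratio, filter-overlap corrected, fitted to concentration-response curves.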
TCR act – activators of T cell receptors | primary human leukocytes, anti-CD3, IL-2 HTRF, 48 h | 330,000 tested, under 10 active | Potency, µM (titrated, usually from 9.22 µM), for inactives: at the top dose activation of IL-2 secretion, hits mostly activators; further: % of control where 0% means no effect
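Activity was scored as IL-2 release from primary human leukocytes given only a TCR signal (a-CD3 beads) plus compound for 48 hr. Detection used a two-antibody HTRF format read at 665nm.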
a7 integrin act – integrin-mediated muscular dystrophy alleviation activation. alpha7betagal myoblasts, beta-gal FDG fluorescence, 48 h. Potency, µM (series often up to 38.3 µM), for inactives: at the highest dose activation, most hits filed as activators. actives 0.064% (n = 350,000). AID 624291;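 further: potency means the concentration at half of the fitted maximal effect; 100% = response of the positive control SU9516; nearly all actives have a fitted effect of over 60% in size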
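alpha7betagal+/- myoblasts (passage 13, 250/well) treated 48 h at 37C with compounds at 1:260 dilution of DMSO stock. Lysed, then beta-galactosidase activity read as FDG fluorescence (ex 480/em 540) after 30 min, with pre-read for autofluorescence.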
AT treatment – candidate therapy for ataxia-telangiectasia; […] A-T fibroblasts, KAP-1 phosphorylation AlphaLISA; neocarzinostatin DNA damage 30 min before lysis; Potency, µM (top dose mostly 57.5 µM), without a hit: at the top dose activation, hits mostly activators; actives 0.19% (n = 320,000); AID 485349; further: potency means the concentration at half of the fitted maximal effect; % of control where 0% means no effect; nearly all actives have a fitted effect of over 45% in size
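hTERT-immortalized A-T patient fibroblasts ([…]), 500 cells/well in OPTI-MEM, 1% FBS, got compounds for 60 min, then NCS for 30 min at 37C. Lysates were then assayed for phospho-KAP-1 by AlphaLISA (anti-pKAP1 donor, anti-KAP1 acceptor beads), 6 hr at 25C.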
ELG1 DNA repair – inhibitors of ELG1-dependent DNA repair in HEK293T cells. HEK293T ELG1-luciferase reporter, luminescence, 16 h; DNA damage induced by 5-fluorouridine. Potency, µM (doses to about 46.1 µM), for the others: at the highest dose activity change, negative = inhibition, usual class: inhibitors. actives 2.3% (n = 330,000). AID 504467; further: potency means the concentration at half of the fitted maximal effect; on the % scale 0 is the no-effect control and ±100 the full control effect; nearly all actives have a fitted effect of over 55% in size
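Quantitative HTS, concentration-response format. 2,000 cells/well co-treated with 5-fluorouridine and compound, 16 hr in 5% CO2 at 37 °C; ONE-Glo luminescence read after 30 min.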
Eya2 inh – Eya2 (human) phosphatase inhibition. Potency, µM (series often up to 76.9 µM), without a hit: at the top dose activity, negative = inhibition, actives largely listed as inhibitors. actives 0.006% (n = 330,000). O00167. AID 488837. recombinant Eya2, OMFP fluorescence dephosphorylation (OMFP is methylfluorescein phosphate); further: potency means the concentration at half of the fitted maximal effect; on the % scale 0 is the no-effect control and ±100 the full control effect
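Eya2 protein (added as 0.2 uM solution) was preincubated with compound for 10 min at ambient temperature in 50 mM HEPES pH 7.5, 50 mM NaCl, 5 uM MgCl2, 0.05% BSA, 1 mM DTT. OMFP (added at 50 uM) then reacted 10 min; fluorescence read at 485/525 nm.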
Tb PFK block – T. brucei PFK enzyme inhibition; AID 485367; T. brucei PFK, ADP-Glo luminescence; Potency, µM (highest dose often 57.5 µM), for inactives: top-dose activity, negative = inhibition, usual class: inhibitors; actives 0.17% (n = 330,000); O15648;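 further: potency means the concentration at half of the fitted maximal effect; 0% = uninhibited 1x PFK enzyme wells and -100% = no-enzyme wells; nearly all actives have a fitted effect of over 60% in size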
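Luminescent ADP detection (ADP-Glo, two-step: ATP depletion then ADP-to-ATP conversion for luciferase) reported PFK activity after 45 min room-temperature reaction of 1.25 nM enzyme with 0.5 mM F6P and 0.1 mM ATP at pH 8.0.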
Active calls of the source: *; i = inactive; ? = inconclusive; . = not tested or not shown; [ ] = dose if it differs, or a comment. Unless noted, the call rests on the fitted dose curve; in most records, active means well fitted curve in the direction sought with a large enough effect; inconclusive means small, poorly fitted or top-dose-only effect, or another doubt; inactive means no such curve, though single readings can be large; an effect the other way counts as inactive or inconclusive.

The first five records, to show the layout:
SMILES	TSG101-PTAP inh	Mito fusion act	TSHR antag	ASM inhibitor	Chronic BCR inh	TCR act	a7 integrin act	AT treatment	ELG1 DNA repair	Eya2 inh	Tb PFK block
CC1(C(=O)Oc2ccccc2)Cc2ccccc2C(=O)O1 (stereo not drawn)	1%	-2%	24	4%	0%	3%	-16%	21%	-3%	-12%	-10%
O=C(COc1cc2oc(=O)c3c(c2cc1Cl)CCC3)NCC1CCC(C(=O)O)CC1 (stereo not drawn)	-6%	0%	-8	16%	-2%	10%	?	2%	0%	5%	1%
CCN(CC)Cc1nc2c(c(=O)[nH]1)C1(CCCC1)Cc1ccccc1-2	-10%	-6%	-7	-1%	18%	.	10%[7.66 µM]	31%	-2%	?	1%
CC(=O)Oc1ccc(-c2cccc(C(=O)Oc3ccccc3)c2)cc1	-5%	21%	0	-10%	?	-5%	-2%	33%	15%	12%	-4%
CC1CN(C(=S)NC(=O)c2cccc([N+](=O)[O-])c2)CC(C)O1 (stereo not drawn)	-6%	-5%	15	0%	-10%	-5%	-8%	3%	1%	3%	-1%

All compounds of this part, previewed entries included:
SMILES	TSG101-PTAP inh	Mito fusion act	TSHR antag	ASM inhibitor	Chronic BCR inh	TCR act	a7 integrin act	AT treatment	ELG1 DNA repair	Eya2 inh	Tb PFK block
CC1(C(=O)Oc2ccccc2)Cc2ccccc2C(=O)O1 (stereo not drawn)	1%	-2%	24	4%	0%	3%	-16%	21%	-3%	-12%	-10%
O=C(COc1cc2oc(=O)c3c(c2cc1Cl)CCC3)NCC1CCC(C(=O)O)CC1 (stereo not drawn)	-6%	0%	-8	16%	-2%	10%	?	2%	0%	5%	1%
CCN(CC)Cc1nc2c(c(=O)[nH]1)C1(CCCC1)Cc1ccccc1-2	-10%	-6%	-7	-1%	18%	.	10%[7.66 µM]	31%	-2%	?	1%
CC(=O)Oc1ccc(-c2cccc(C(=O)Oc3ccccc3)c2)cc1	-5%	21%	0	-10%	?	-5%	-2%	33%	15%	12%	-4%
CC1CN(C(=S)NC(=O)c2cccc([N+](=O)[O-])c2)CC(C)O1 (stereo not drawn)	-6%	-5%	15	0%	-10%	-5%	-8%	3%	1%	3%	-1%
COc1cc(N)c(Br)cc1C(=O)O	-22%	-5%	10	5%	-9%	4%	25%	-2%	?	0%	1%
COC(=O)COc1ccc(S(=O)(=O)NCC2CCCO2)cc1Cl (stereo not drawn)	-4%	2%	6	7%	8%	.	3%[7.66 µM]	-7%	5%	-21%	-4%
CCOc1ccc(CCNC(=O)c2ccc(S(=O)(=O)N3CCCC3)cc2)cc1OCC	0%	-7%	-16	-2%	0%	-1%	0%	14%	?	-20%	2%
COc1ccc(-c2nc(-c3cccc(C(F)(F)F)c3)no2)cc1OC	-6%	-1%	-10	-2%	3%	-2%	13%	16%	-6%	0%[15.4 µM]	1%
O=C(COC(=O)/C=C/c1ccco1)NC1CCCCC1	-1%	-1%	-3	0%	5%	-4%	0%	-6%	17%	-2%	-17%
CC1CCN(C(=O)CSc2nnc(Cn3c(=O)sc4ccccc43)n2C)CC1	-3%	-3%	-3	6%	-12%	6%[46.1 µM]	12%	3%	1%	-15%	-3%
COC(=O)c1ccc(CSc2nnc(CNC(=O)COc3ccc(Cl)cc3)o2)o1	-10%	0%	-3	-1%	-24%	11%	-6%	2%	-18%	4%	-3%
Cc1cc(C)n2cc(CSCC(=O)O)nc2n1	-1%	-1%	-3	6%	-3%	9%[46.1 µM]	-7%	5%	7%	-4%	6%
CSc1ccc(CN(C)CC(=O)Nc2ccccc2C(=O)NC2CC2)cc1	-5%	-4%	-2	0%	-12%	-1%	-7%	3%	?	-6%	2%
CCOc1cc(N2CCOCC2)c(OCC)cc1NC(=O)COc1cccc(CC)c1	-3%	3%	8	-9%	0%	.	-22%	1%	23µM*	5%	3%
Cc1nc2c(C)cccn2c(=O)c1NC(=O)c1ccc2c(c1)OCO2	-1%	2%	-6	4%	1%	-28%	20%	1%	2%	-12%	-2%
Cc1cc(C)nc(NC(=O)c2cccc(Cl)c2)n1	-3%	1%	-3	6%	-1%	1%	22%	4%	23%	3%	-2%
Cc1noc(C)c1COc1ccccc1C(=O)NCCc1ccc(S(N)(=O)=O)cc1	.	-1%	-9	0%	1%	-3%	-3%	4%	7%	0%	2%
COc1cc(OC)cc(C(=O)Nc2nc(CC(=O)NCCc3ccccc3)cs2)c1	-3%	-7%	-9	1%	0%	-3%	7%	7%	?	6%	-2%
Cc1ccc2c(CN3C(=O)NC4(CCCCC4)C3=O)cc(=O)oc2c1C	-3%	3%	-2	-3%	-4%	-5%	0%	-4%	?	-5%	1%
CCCc1nnc(NC(=O)c2c(O)c3cccc4c3n(c2=O)CCC4)s1	.	-1%	-9	.	-2%	.	.	3%	0%	-18%	-4%
COCCCn1c(-c2cccs2)nc2nc3ccccc3nc21	0%	6%	-10	i	?	-4%	-20%	2%	?	-20%	3%
CCn1c(SCC(=O)c2ccc3ccccc3c2)nnc1-c1ccco1	-5%	4%	-4	-3%	-1%	-1%	5%	-6%	-3%	-13%	4%
O=C(Cc1ccccc1F)Nc1cc(S(=O)(=O)N2CCOCC2)ccc1N1CCOCC1	-5%	0%	-3	1%	-3%	-9%	7%	2%	1%	-28%	-7%
O=C(CCS(=O)(=O)c1ccc(Cl)cc1)NCCC1=CCCCC1	1%	2%	-9	-3%	?	-1%	14%	4%	19%	3%	1%
SMILES	TSG101-PTAP inh	Mito fusion act	TSHR antag	ASM inhibitor	Chronic BCR inh	TCR act	a7 integrin act	AT treatment	ELG1 DNA repair	Eya2 inh	Tb PFK block
O=C(CSc1ccc(-c2ccncc2)nn1)N1CCCCC1	2%	9%	1	-2%	-1%	12%	33%	-5%	-18%	-11%	-10%
O=C(NN=C1CCN(Cc2ccccc2)CC1)c1ccccc1	-5%	-5%	7	6%	?	10%[46.1 µM]	31%	1%	12%	-6%	0%
Cc1ccc(N(CC(=O)NC2CCCCC2C)S(=O)(=O)c2c(C)noc2C)cc1 (stereo not drawn)	2%	-4%	-28	5%	-9%	9%	11%	26%	0%	-14%	7%
N#Cc1ccc(/C=C/C(=O)c2ccc3c(c2)OCO3)cc1	-2%	0%	8	2%	?	-1%	11%	-8%	23%	-7%	0%
CNC(=O)C1CC(=O)N(c2ccc(C)cc2)C1 (stereo not drawn)	-1%	-4%	10	3%	0%	-6%	15%[7.66 µM]	-1%	-2%	12%	-5%
CSc1ccccc1OCc1cc(C(=O)N2CCN(c3ccccc3)CC2C)no1 (stereo not drawn)	1%	1%	-12	-3%	0%	-1%	-24%	-6%	?	-4%	1%
CC(=O)Nc1cccc(-n2nnc(SCC(=O)N(C)c3ccccc3)n2)c1	0%	2%	3	-4%	-13%	-4%	-9%	1%	-4%	-6%	1%
O=C(N/N=C/c1ccncc1)c1cc(Br)ccc1OCc1ccccc1	2%	2%	12	1%	0%	4%	11%	2%	?	-10%	2%
COc1cc(C(=O)C(=O)c2cc(OC)c(O)c(OC)c2)cc(OC)c1O	-3%	6%	-4	8%	3%	1%	17%	-13%	0%	-29%	16%
CCOc1cc(CNc2ccc3[nH]c(=O)[nH]c3c2)ccc1OCC(=O)NC(C)(C)C	-4%	-1%	0	-1%	?	9%	1%	5%	?	-30%	-17%
CC1CCC(=NNC(=O)Cc2cccn2C)CC1 (stereo not drawn)	-6%	-1%	-5	-2%	5%	-3%	-13%	21%	11%	-10%	4%
Cc1cccc(Nc2nc(N)c([N+](=O)[O-])c(NCc3ccccc3)n2)c1	-3%	?	0	?	?	2%	-10%	-31%	?	-14%	-8%
